Kir21 block – inhibitors of mouse Kir2.1 inward-rectifier potassium channel; P35561; HEK293-Kir2.1, FluxOR thallium flux fluorescence; active compounds read low; actives 0.85% (n = 310,000); AID 1672; B-score at 10 µM;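 active = fluorescence ratio B-score at or below minus 3 SD of library scores, with starting-brightness B-score within 2 SD, cut at about -4.2 in these data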;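 also: channel flux triggered by added potassium and thallium sulfate stimulus; B-score of peak minus minimum fluorescence over baseline after thallium stimulus; more negative B-score means stronger Kir2.1 block with less thallium influx; some compounds called inactive have numbers as strong as hits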
Target sequence (P35561 whole entry, looked up): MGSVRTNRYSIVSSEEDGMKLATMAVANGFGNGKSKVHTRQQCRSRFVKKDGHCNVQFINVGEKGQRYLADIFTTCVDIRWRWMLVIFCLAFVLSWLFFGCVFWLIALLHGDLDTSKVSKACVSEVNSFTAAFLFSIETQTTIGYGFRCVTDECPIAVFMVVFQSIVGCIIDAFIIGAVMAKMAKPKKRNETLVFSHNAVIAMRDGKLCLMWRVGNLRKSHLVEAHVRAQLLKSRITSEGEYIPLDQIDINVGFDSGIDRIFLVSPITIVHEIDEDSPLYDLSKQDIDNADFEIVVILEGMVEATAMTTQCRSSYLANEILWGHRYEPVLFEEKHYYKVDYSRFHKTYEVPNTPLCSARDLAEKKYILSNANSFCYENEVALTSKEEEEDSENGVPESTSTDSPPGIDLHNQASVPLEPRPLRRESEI
STK33 kinase inh – human STK33 kinase inhibition; purified STK33, MBP phosphorylation, ADP-Glo luminescence; inhibition, % at 10 µM; actives 0.073% (n = 320,000); AID 2661; Q9BYT3;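 active = inhibition at or above 25%, using the most active replicate where run in duplicate; inactive = inhibition below 25%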
Target sequence (Q9BYT3 whole entry, looked up): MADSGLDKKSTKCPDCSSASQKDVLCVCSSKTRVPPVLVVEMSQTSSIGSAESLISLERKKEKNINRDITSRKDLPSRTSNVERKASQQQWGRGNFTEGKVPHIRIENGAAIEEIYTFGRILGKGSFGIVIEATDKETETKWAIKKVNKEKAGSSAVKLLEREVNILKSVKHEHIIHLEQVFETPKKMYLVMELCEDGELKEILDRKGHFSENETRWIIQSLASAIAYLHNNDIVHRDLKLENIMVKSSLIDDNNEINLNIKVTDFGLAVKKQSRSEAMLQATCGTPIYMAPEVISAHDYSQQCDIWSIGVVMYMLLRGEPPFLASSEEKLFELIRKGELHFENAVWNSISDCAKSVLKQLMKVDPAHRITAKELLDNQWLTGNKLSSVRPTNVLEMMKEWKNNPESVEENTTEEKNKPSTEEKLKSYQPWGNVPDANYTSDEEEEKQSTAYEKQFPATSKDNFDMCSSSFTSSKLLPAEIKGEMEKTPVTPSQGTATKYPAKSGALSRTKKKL
Starred values were filed as active, the others as inactive; . = no result given.

STK33 kinase inh	Kir21 block	compound
-0.9	.	O=C(CSc1nnc(NC2CC2)s1)c1ccc[nH]1
-0.3	2.77	Cc1c(Cl)c(-c2n[nH]c(=S)n2-c2ccc(F)cc2)nn1C
-0.7	-1.53	CCCOc1ccc(/C=N/Nc2cccc([N+](=O)[O-])c2)c(O)c1
0.4	-1.24	CCOc1ccccc1NC(=O)Cc1coc2ccc(C)cc12
1.3	-0.14	CNS(=O)(=O)c1ccc(NC(=O)c2ccccn2)cc1
-1.8	-0.33	Cc1cccc(CCNS(=O)(=O)c2ccc(S(=O)(=O)N3CCC(C)CC3)cc2)c1
-1.3	2.56	Cc1ccc(/C=N/c2sc(Cc3ccccc3)c(C)c2C(N)=O)o1
1.2	.	O=C(CCCOc1ccc(Br)cc1)Nc1nnc(C2CC2)s1
-0.9	2.01	CCN(c1ccccc1)S(=O)(=O)c1nnc(NC(=O)c2ccco2)s1
-0.9	3.44	C=CCCC(=O)Nc1nc(C)c(-c2csc(Nc3cc(Cl)ccc3OC)n2)s1
-1.8	-0.92	CCC(C(=O)NC1CCCC1)n1c(SCc2cccc(C)c2)nc2ccncc21 (stereo not given)
-0.9	0.1	COC(=O)c1ccc(C2NC(=O)NC(C)=C2C(=O)N(C)C)cc1 (stereo not given)
0.9	.	Cc1cc(/C=C\c2ccc3cc(N(C)C)ccc3[n+]2C)c(C)n1-c1ccccc1
-2.1	2.43	Cc1c(C#N)sc2nc(-c3ccccc3)nc(N3CCCC3)c12
-0.7	.	O=C(CSc1n[nH]c(=O)n1C1CC1)Nc1ccc(OC(F)(F)F)cc1
-1.3	-0.9	COc1ccc(N2CCN(C(=O)c3sc4ncn(CC(=O)N5CCCCC5C)c(=O)c4c3C)CC2)cc1 (stereo not given)
0.1	0.06	Cc1ccc(C2=NS(=O)(=O)N(C)C(C(=O)NCc3ccc4c(c3)OCO4)=C2)cc1
1.1	0.01	Cc1cc(C)n(-c2nc3ccccc3nc2N2CCCC2)n1
-0.1	-0.03	COCCNc1nc(-c2ccccc2)nc2c1oc1ccccc12
0.7	1.45	CCCNC(=O)c1cccc(COCC(F)(F)C(F)F)c1
.	0.05	CCCC(C(=O)NC1CCCC1)N(C(=O)Cn1nnc(-c2ccc(C)o2)n1)c1ccccc1F (stereo not given)
0.1	0	O=S(=O)(/N=C(/Nc1cccc2ccccc12)c1ccccc1)c1ccc(Br)cc1
1.3	-1.46	O=C(COC(=O)CCc1c[nH]c(=O)[nH]1)Nc1cccc(Cl)c1
-2.4	-0.24	O=C(Nc1ccc(F)cc1)N1CCN(c2ncccn2)CC1
-0.7	0.15	CCOC(=O)c1cn(CC(=O)Nc2cccc(F)c2)nn1
0.5	0.09	COc1cccc(Oc2ccc(S(=O)(=O)N3CCCC3)cc2[N+](=O)[O-])c1
-0.6	0.12	O=C(c1ccccc1)N1CCC(c2nc3c(nnn3Cc3ccccc3Cl)c(=O)[nH]2)CC1
0.4	-1.52	O=CNCc1nc2ccccc2n1CCCc1ccccc1
-1.8	1.11	C/C(=N\NC(=O)CNC(=O)c1ccc2c(c1)OCCO2)c1ccco1
-1.6	-1.1	O=C1CCN(Cc2ccc(Br)cc2)CCN1[C@H](CO)Cc1ccccc1

Structural class: those above containing a furan ring, fused or not
STK33 kinase inh	Kir21 block	compound
0.4	-1.24	CCOc1ccccc1NC(=O)Cc1coc2ccc(C)cc12
-1.3	2.56	Cc1ccc(/C=N/c2sc(Cc3ccccc3)c(C)c2C(N)=O)o1
-0.9	2.01	CCN(c1ccccc1)S(=O)(=O)c1nnc(NC(=O)c2ccco2)s1
-0.1	-0.03	COCCNc1nc(-c2ccccc2)nc2c1oc1ccccc12
.	0.05	CCCC(C(=O)NC1CCCC1)N(C(=O)Cn1nnc(-c2ccc(C)o2)n1)c1ccccc1F (stereo not given)
-1.8	1.11	C/C(=N\NC(=O)CNC(=O)c1ccc2c(c1)OCCO2)c1ccco1

(next part)
STK33 kinase inh	Kir21 block	compound
-0.8	0.25	CN(C)S(=O)(=O)c1ccc(N2CCCC2)c(C(=O)NCc2ccc(Cl)cc2)c1
-2.6	0.8	COc1ccc(NC(=O)N[C@@H](CCSC)C(=O)O)cc1OC
-1.4	0.97	Nc1c(Cl)c(Cl)nc(C(=O)N/N=C/c2cccnc2)c1Cl
-0.3	0.66	CCCCCn1c(=O)[nH]c2cc(C(=O)N3CCN(c4ccc(C(C)=O)cc4)CC3)ccc2c1=O
-0.7	0.09	O=C(NCCSCc1ccco1)Nc1ccc(Cl)cc1
-0.9	.	CCCCN1CC(=O)N2[C@H]3c4cc(C)ccc4OC[C@@H]3[C@H](c3ccccc3)[C@]2(C)C1=O
-1.4	1.41	COC(=O)c1ccc(OC)cc1OCC(=O)N1CCN(c2ccc(F)cc2)CC1
-0.5	0.82	CC1=C(C(=O)Nc2ccccn2)C(c2ccc(Br)cc2)NC(=S)N1 (stereo not given)
-0.5	0.02	NC(=O)c1ccc(Nc2ccc3c(c2)CCC3)c([N+](=O)[O-])c1
-1.1	0.48	COc1cc(OC)c2c(OC)cccc2n1
-2.2	-2.07	COc1ccc(-c2n[nH]c(=S)n2-c2ccc3c(c2)OCCO3)cc1
-1.1	1.24	COc1ccc(NC(C)C(=O)Nc2cc(C(F)(F)F)ccc2N2CCOCC2)c(OC)c1 (stereo not given)
0.2	0.73	Nc1nc(CN2CCN(c3ccccc3)CC2)nc(N2CCCc3ccccc32)n1
0.3	0.63	COc1ccc(-c2noc(CCCC(=O)NCCc3ccccc3)n2)cc1OC
0.3	-0.66	Cc1ccc(C(=O)N/C(=C/c2ccc(N(C)C)cc2)C(=O)NCC2CCCO2)cc1 (stereo not given)
-0.4	.	C[C@@]12C(=O)N(CC3CCCO3)CC(=O)N1[C@H]1c3ccccc3OC[C@@H]1[C@@H]2c1ccccc1 (stereo not given in full)
-1.4	0.55	Clc1ccccc1Cn1nnc(-c2cccs2)n1
-1.0	0.97	N/C(=N\OC(=O)Cc1ccccc1)c1ccc([N+](=O)[O-])cc1
-2.0	-0.88	S=C(NNC(=S)NC1CC2CCC1C2)NC1CC2C=CC1C2 (stereo not given)
-1.1	-0.64	O=C(NCc1cccs1)C1CCCN(S(=O)(=O)c2ccc3c(c2)OCO3)C1 (stereo not given)
-1.3	-0.02	Cc1[nH]c2ccccc2c1/C=C(\C#N)S(=O)(=O)c1ccccc1
1.8	0.67	CCCn1c(NC(=O)C2CCN(C(=O)c3ccc(F)cc3)CC2)nc2ccccc21
-1.3	1.23	Cc1nc(SCC(=O)Nc2ccccn2)n[nH]1
-4.4	0.58	CCCCOc1cccc(C(=O)NC(=S)Nc2cccc(NC(=O)c3ccccc3Cl)c2)c1
-1.7	0.05	O=C(NC1(C(F)(F)F)N=C2SCCN2C1=O)c1ccccc1F (stereo not given)
0.2	0	CCCNC(=O)Cn1cc(S(=O)(=O)N2CCCC2)c(S(=O)(=O)N2CCCC2)c1
-1.9	0	Cc1c(Cl)cccc1Nc1ncccc1C(=O)OCC(O)CO (stereo not given)
-1.4	-0.08	CC1(C)C(CO)=CC(=O)C2=C1SCC(=O)N2
-1.1	-0.5	COc1ccccc1NC(=S)N/N=C/c1cccc(C)c1
-1.2	1.32	COc1cc(/C=C/C(=O)NCC(=O)N2CCC(N(C)CCN3CCOCC3)CC2)ccc1OC(C)C

One compound at a time, as listed above. Order of values: STK33 kinase inh	Kir21 block
Profile of N/C(=N\OC(=O)Cc1ccccc1)c1ccc([N+](=O)[O-])cc1 : -1.0	0.97
Profile of CCCn1c(NC(=O)C2CCN(C(=O)c3ccc(F)cc3)CC2)nc2ccccc21 : 1.8	0.67
Profile of Cc1c(Cl)cccc1Nc1ncccc1C(=O)OCC(O)CO (stereo not given) : -1.9	0
Profile of Nc1c(Cl)c(Cl)nc(C(=O)N/N=C/c2cccnc2)c1Cl : -1.4	0.97
Profile of COC(=O)c1ccc(OC)cc1OCC(=O)N1CCN(c2ccc(F)cc2)CC1 : -1.4	1.41

New compounds follow
STK33 kinase inh	Kir21 block	compound
-0.3	0.29	CCOc1ccc2[nH]c(=O)c(CN(CCO)C(=O)c3ccc(F)cc3)cc2c1
-1.2	-8.79*	Cc1cccc(OCC(O)CN2CCc3ccccc3C2)c1 (stereo not given)
-0.2	0	CCOc1cc(C2C(C(=O)OCC(C)C)=C(C)N=C3SCCC(=O)N32)ccc1OC(C)=O (stereo not given)
0.4	0.39	O=C(c1cccnc1)N1CCN(Cc2ccc3ccccc3c2)CC1
0.6	-0.02	COC(=O)NC1CSCC1OC(=O)c1ccc(Br)cc1 (stereo not given)
-0.4	-0.64	Cn1c(NCCO)nc2c1c(=O)n(Cc1ccc(F)cc1)c(=O)n2C
-1.5	-0.09	CCCN1CCN(C(c2cc3cc(OCC)ccc3[nH]c2=O)c2nnnn2C2CCCCC2)CC1 (stereo not given)
2.5	-0.8	N#Cc1ccc(C(=O)N/N=C/c2cn(CC(=O)O)c3ccccc23)c(F)c1
-0.1	-0.82	COc1cccc(CC(NC(C)=O)C(=O)NC2CCN(c3ncccc3[N+](=O)[O-])CC2)c1 (stereo not given)
-0.7	-0.95	COc1ccc(NC2=C3CCCC=C3N(c3ccc(OC)cc3)C2=O)cc1
0.9	0.12	CCC1CCCCN1C/C=C/c1ccccc1[N+](=O)[O-] (stereo not given)
-1.0	.	O=C(COC(=O)/C=C/c1ccc(OC(F)F)cc1)NC1CCCC1
0.0	-0.99	Cc1nonc1OCCN1CCN(c2ccccc2[N+](=O)[O-])CC1
-0.8	-2.06	CCOC(=O)c1cc(C(=O)NCc2ccc(Cl)cc2Cl)nn1C
-1.0	0.3	O=C(Nc1ccc(-n2cnnn2)cc1)C(c1ccccc1)c1ccccc1
-1.1	-1.16	CCCCn1nc(NC(=O)CCC)c2cc3cc(OC)ccc3nc21
-0.3	0.47	CN1C(=O)CC(c2ccco2)Sc2ccccc21 (stereo not given)
-0.1	-0.18	CCc1c(C(=O)N/N=C/c2cccs2)nnn1-c1nonc1N
-0.8	0.57	CCOC(=O)c1cc2c(=O)n3ccccc3nc2n(CC(C)C)c1=NC(=O)c1c(-c2c(F)cccc2Cl)noc1C
0.7	1.78	O=C(CSc1nn(-c2ccccc2)c(=S)s1)NC(=O)NCc1ccco1
-0.9	-0.92	Cc1ccc(S(=O)(=O)N2CCC(=O)N(CCOCc3ccccc3)CC2)cc1
0.3	-0.4	Nn1cnc2scc(-c3ccco3)c2c1=O
0.1	-0.04	CC(C)c1nc(CNC(=O)CC2C(=O)NCCN2Cc2cccc(F)c2F)cs1 (stereo not given)
.	-0.44	CCc1nnc(NS(=O)(=O)c2ccc(NC(=S)NC(=O)/C=C/c3cccs3)cc2)s1
0.3	0.52	O=C(N/N=C\c1ccc(Oc2ccccc2)cc1)c1csnn1
1.4	0.11	COC(=O)c1c(NC(=O)c2ccc(C)cc2)csc1C
-0.6	0.05	CC(C)(C)N1CC(c2nc3ccccc3n2Cc2ccccc2)CC1=O (stereo not given)
.	1.09	COc1ccc(N(CC(=O)NC2CCCC2)C(=O)Cn2nnc(-c3ccc(C)o3)n2)c(OC)c1
-1.4	1.5	CCOC(=O)C(N)CSC1CC(=O)N(c2ccc(OCC)cc2)C1=O (stereo not given)
0.2	0.54	CCOc1ccccc1N(CC(=O)NCC1CCCO1)C(=O)CCC(=O)Nc1cc(C)on1 (stereo not given)

Later entries
STK33 kinase inh	Kir21 block	compound
1.1	1.12	Cn1cccc1-c1nc2ccc(NC(=O)c3ccco3)cc2[nH]1
6.9	-0.19	OCCOCCOc1cccc2[nH]ccc12
1.7	1.55	Cc1ccc(-c2nc(-c3ccccn3)no2)cc1Cl
-0.5	1.03	CCN(CC)S(=O)(=O)c1cc(NC(=O)c2ccc(Br)s2)ccc1C
-1.4	0.2	O=C(Nc1nc2ccccc2s1)C1CCCN1S(=O)(=O)c1ccc(Cl)cc1 (stereo not given)
-0.3	0.4	COc1ccc(C2CC(=O)C(C=NCC(C)C)=C(O)C2)cc1 (stereo not given)
0.5	0.58	Cc1c(Cl)cccc1NC(=S)N(C)CCC#N
0.1	1.14	COc1ccc(/C=C2\SC(=S)N(N3C(=O)CCC3=O)C2=O)cc1O
1.8	0.68	CC(=O)Nc1ccc(SCC(=O)OCC(=O)NC(=O)NCc2ccco2)cc1
-1.0	-0.65	O=C(NNC(=O)c1ccc(Cl)s1)c1csc(N2CCOCC2)n1
0.5	0.07	Cc1ccc(C(=O)NC(=C(Cl)Cl)S(=O)(=O)c2ccccc2)cc1
-1.0	0.41	CN1/C(=C\C(=O)Nc2cccc(Cl)c2)C(C)(C)c2ccccc21
-1.1	-0.72	COc1ccc(NC(=O)CSc2nc(O)cc(=O)[nH]2)c(OC)c1
0.1	0	COC(=O)c1cc(CNC(=O)c2ccc(O)c(Cl)c2)ccc1OC
0.3	1.14	CC(NC(=O)COc1ccccc1)C(=O)OCC(=O)c1cc2ccccc2o1 (stereo not given)
9.4	.	COc1c(-c2ccc(O)cc2)oc2cc(O)cc(O)c2c1=O
-2.3	0.03	COC(=O)Cc1[nH]n(-c2ccccc2)c(=O)c1C=Nc1ccc(C)cc1
1.3	1.23	CCCCNC(=O)C1c2cc(OC)c(OC)cc2C(=O)N(C)C1c1cccs1 (stereo not given)
-1.7	.	O=C(CN1C(=O)NC2(CCc3ccccc32)C1=O)NCc1ccc(Cl)cc1 (stereo not given)
-0.4	-0.34	Cc1cc(S(=O)(=O)NCC2CCCO2)c(C)cc1Br (stereo not given)
0.3	-1.99	CN(C)C(CNC(=O)CSc1nnc(-c2ccco2)o1)c1ccccc1 (stereo not given)
2.3	0.04	COc1cccc(/C=N/Nc2cc(C)nc(-c3ccccc3O)n2)c1O

Source: PubChem (several laboratories)
